GLP-1R inv ag: inverse agonists of human GLP-1 receptor | Potency, µM (highest dose often 38.3 µM), without a hit: top-dose activity change, negative = inhibition, actives largely listed as inhibitors | P43220 | actives 1.6% (n = 410,000) | HEK293 GLP-1R CRE-luciferase, luminescence, 24 h; GLP-1R form is constitutively active | AID 624417; also: potency is read from the fitted curve at half-maximal effect; % is scaled to controls: 0 for no effect and ±100 for the full control effect; nearly all actives have a fitted effect of over 55% in size
Target sequence (P43220 whole entry, looked up): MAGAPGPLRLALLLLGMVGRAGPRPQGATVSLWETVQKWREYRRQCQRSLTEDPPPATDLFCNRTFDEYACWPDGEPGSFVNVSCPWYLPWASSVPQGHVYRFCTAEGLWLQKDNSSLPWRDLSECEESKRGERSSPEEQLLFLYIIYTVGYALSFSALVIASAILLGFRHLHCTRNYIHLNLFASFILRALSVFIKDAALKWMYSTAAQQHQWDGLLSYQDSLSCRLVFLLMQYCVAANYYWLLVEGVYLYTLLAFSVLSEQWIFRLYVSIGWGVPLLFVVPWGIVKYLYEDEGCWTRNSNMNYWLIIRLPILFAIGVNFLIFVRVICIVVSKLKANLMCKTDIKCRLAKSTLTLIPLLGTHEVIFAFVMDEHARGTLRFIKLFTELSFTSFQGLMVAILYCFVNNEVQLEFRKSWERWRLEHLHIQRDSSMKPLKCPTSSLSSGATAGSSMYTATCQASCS
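Using stably transfected HEK293 (constitutively active GLP-1R, cAMP-luciferase reporter), compounds were incubated 24 hr and luciferase measured by luminescence.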
PTHR1 ag: PTHR1 (human) receptor agonism; HEK293 GP2 PTHR1 cells, GloSensor cAMP luminescence, 1 h; Potency, µM (doses to about 115 µM), for inactives: top-dose activation, hits mostly activators; actives 0.075% (n = 410,000); AID 743266; also: potency is read from the fitted curve at half-maximal effect; nearly all actives have a fitted effect of over 55% in size; some results filed as inactive show a strong effect at the top dose; inactives centre near -15; many of its hits are not listed in these tables
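HEK-293-derived GP2 cells expressing PTHR1 and a GloSensor cAMP reporter, 3,000/well, plated overnight, given luciferin plus IBMX (each 0.5 mM as added) for 1 h at 37 °C, then compound for 1 h at 37 °C. Luminescence was read after 15 min at room temperature.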
DRD3 antagonist: D3 dopamine receptor (human) antagonism | P35462 | D3R cells, DiscoveRx beta-arrestin luminescence, antagonist mode; active compounds read low | max response, negative = inhibition, % | actives 2.5% (n = 360,000); in the data active = max response below about -50%; inconclusive = no clear call, values can overlap the other calls; also: % is scaled to controls: 0 for no effect and ±100 for the full control effect; mostly tested at two doses, the higher about 12 µM
Target sequence (P35462 whole entry, looked up): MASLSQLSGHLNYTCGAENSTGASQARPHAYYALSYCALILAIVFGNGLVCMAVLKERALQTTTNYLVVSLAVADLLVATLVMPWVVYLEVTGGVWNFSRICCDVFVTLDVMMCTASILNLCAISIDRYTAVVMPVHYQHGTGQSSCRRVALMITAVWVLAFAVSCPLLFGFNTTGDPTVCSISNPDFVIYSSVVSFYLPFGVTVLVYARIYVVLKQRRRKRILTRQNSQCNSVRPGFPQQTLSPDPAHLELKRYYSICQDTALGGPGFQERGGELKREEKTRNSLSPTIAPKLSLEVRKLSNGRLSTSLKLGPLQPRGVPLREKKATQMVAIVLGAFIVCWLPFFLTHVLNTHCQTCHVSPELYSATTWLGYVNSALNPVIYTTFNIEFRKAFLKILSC
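Cells plated overnight at 1500 cells/well, then exposed to library compounds with dopamine controls for 90 minutes at 37 degrees C. DiscoveRx reagent added for 30–60 minutes at room temperature; luminescence read, quantitative HTS format.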
FUS suppressor: suppressors of FUS proteinopathy in yeast; S. cerevisiae FUS-expressing, growth rescue, OD600, 24 h; actives 0.24% (n = 390,000); AID 1347120; Potency, µM (titrated, usually from 76.6 µM), without a hit: at the highest dose growth rescue (activation), hits mostly activators;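 also: potency is read from the fitted curve at half-maximal effect; plate controls were DMSO vehicle for no effect and reference control for full effect; nearly all actives have a fitted effect of over 55% in size; some results filed as inactive show a strong effect at the top dose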
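Compound concentration series was pinned onto galactose-induced FUS-expressing yeast seeded at OD 0.005. Plates sat 24hr at 30C; absorbance at 600 nm gave growth. DMSO served as background control.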
pAkt inh: inhibitors of Akt phosphorylation; activity change, % for hits at 50 µM; actives 0.32% (n = 360,000); Neuro2A IGF-stimulated pAkt S473 HTRF, 20 min; active compounds read low; in the data active = activity change below about -80%; inconclusive = mostly about -51% to -80%; also: % is scaled to controls: 0 for no effect and ±100 for the full control effect
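Neuro2A cells in DMEM with 0.5% FBS, overnight at 37 deg C, given compound at single 50 µM final, then IGF (6 nM final) for 20 min at 37 deg C. Lysed; phospho-Akt Ser473 by HTRF after 24 h, 665/615 ratio.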
Abeta rescue: compounds reversing amyloid beta toxicity in yeast; actives 0.063% (n = 410,000); Potency, µM (titrated, usually from 46.1 µM), for the others: top-dose growth rescue, most hits filed as activators; yeast expressing A-beta42, growth rescue, OD600, 48 h; response scale: 0% DMSO, 100% iron-clioquinol control; also: potency is read from the fitted curve at half-maximal effect; nearly all actives have a fitted effect of over 55% in size
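Growth rescue measured by 600 nm absorbance after 48 h yeast culture at 30 C with compound. Values normalized between DMSO and an equimolar ferric chloride plus clioquinol control.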
aSyn rescue: rescues yeast growth from alpha-synuclein toxicity | actives 0.14% (n = 370,000) | Yeast expressing alpha-synuclein, growth rescue, BacTiter-Glo, 24 h | Potency, µM (titrated, usually from 46.1 µM), for the others: at the highest dose growth rescue (activation), most hits filed as activators; also: potency is read from the fitted curve at half-maximal effect; % of control where 0% means no effect; nearly all actives have a fitted effect of over 65% in size
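Galactose-induced alpha-syn yeast (OD600=0.02, raffinose-pregrown) + pinned cpd, 24 hr, 30 deg C; growth by BacTiter-Glo luminescence. Growth restoration scores as activation.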
GLP1R ag: GLP-1 receptor (human) agonism; P43220; HEK293 GLP-1R CRE-luciferase, luminescence, 4-6 h; cells express a hypersensitive GLP-1R form; Potency, µM (top dose mostly 45.6 µM), for the others: at the highest dose activation, hits mostly activators; actives 0.007% (n = 380,000); also: potency is read from the fitted curve at half-maximal effect; % of control where 0% means no effect
TDP43 rescue: TDP-43 toxicity inhibition in yeast | AID 652104 | TDP-43 expressing yeast growth rescue, BacTiter-Glo, 24 h | actives 1.8% (n = 410,000) | Potency, µM (highest dose often 46.1 µM), without a hit: top-dose growth rescue (activation), hits mostly activators; also: potency is read from the fitted curve at half-maximal effect; % of control where 0% means no effect; nearly all actives have a fitted effect of over 50% in size
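Yeast expressing TDP-43 (pregrown in raffinose, seeded at OD600=0.02 in galactose medium) exposed to compounds 24 hr at 30 deg C. Growth read by BacTiter-Glo luminescence; rescue of toxicity appears as increased signal.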
Numbers without * were called inactive; i = inactive; u = inconclusive; x = no result given; [ ] = another dose, or the depositor's remark. Unless noted, calls follow the shape of the dose curve; as a rule, active = well fitted curve in the direction sought with a large enough effect; inconclusive = small, poorly fitted or top-dose-only effect, or another doubt; inactive = no such curve, though single readings can be large; an effect the other way counts as inactive or inconclusive. The list is partial (hit frequency here may not be typical).

entry	mol	GLP-1R inv ag	PTHR1 ag	DRD3 antagonist	FUS suppressor	pAkt inh
1	CCn1nc(NC(=O)c2ccncc2)c2cc3ccccc3nc21	121.1%[activator]	i	34.7	10.1%	i
2	Cn1nc(C(=O)Nc2ccc(S(=O)(=O)N3CCCCC3)cc2)ccc1=O	6.1%	-23.4%[57.5 µM]	16.9	6.5%	i
3	CCOc1ccc(NC(=O)CCc2c(C)noc2C)cc1OC	4.6%	-18.8%	-2.0	-7.1%	i
4	Cc1nn(Cc2ccc([N+](=O)[O-])cc2)c(=O)n1-c1ccc(Cl)cc1	-4.5%	i	1.6	-6.9%	i
5	Cc1cccc(N(Cc2ccccc2)C(=O)c2ccc(CS(C)(=O)=O)cc2)c1	-12.0%	i	-8.3	x	i
6	Cc1ccc(Cn2c(SCC(=O)N/N=C/c3ccccc3OCC(=O)O)nc3ccccc32)cc1	3.8%	5.9%	-22.2	-15.6%	i
7	Cc1cccc(Cn2c(=O)n(Cc3ccccc3)c(=O)c3sc4ccccc4c32)c1	13.1%	-23.6%	x	-7.4%	x
8	O=C(CSc1ncnc2c1oc1ccccc12)Nc1nccs1	0.8%	22.4%	u	-25.4%	i
9	Cc1ccc(C)c(OCC(=O)N(Cc2ccccc2)c2c(N)n(Cc3ccccc3)c(=O)[nH]c2=O)c1	-0.2%	-1.0%	-24.4	x	i
10	CCOc1ccccc1OCCCCCc1c(C)n[nH]c1C	1.1%	-12.7%[57.5 µM]	20.4	23.2%	i

entry	Abeta rescue	aSyn rescue	GLP1R ag	TDP43 rescue
1	u	u	7.9%	u
2	-6.9%	1.2%	0.0%	-2.9%
3	4.5%	-1.5%	-4.7%	4.2%
4	-7.4%	6.8%	4.6%	15.2%
5	-5.7%	2.9%	8.9%	-1.2%
6	-1.1%	-6.2%	0.6%	-1.0%
7	-12.3%	x	-1.0%	-5.9%
8	-15.9%	-11.8%	2.3%	u
9	-17.2%	-2.3%	7.3%	16.5%
10	14.4%	9.3%	2.4%	u

New compounds follow.
entry	mol	GLP-1R inv ag	PTHR1 ag	DRD3 antagonist	FUS suppressor	pAkt inh
11	O=C(C1CCCN(S(=O)(=O)c2ccccc2)C1)N1CCCc2ccccc21 (stereo not given)	u	-3.7%[57.5 µM]	20.2	29.3%	i
12	Cc1ccc(N=C2NC(=O)/C(=C/C=C/c3ccco3)S2)cc1C	-16.8%	-15.5%	-21.9	16.7%	i
13	O=C(NCCN1CCCC1=O)C1CCC(=O)N(CCc2ccc(Cl)cc2)C1 (stereo not given)	-6.2%	-10.3%	-5.0	x	i
14	O=C(/C=C/c1ccco1)NC(=S)Nc1ccc(N2CCCC2)cc1	u	i	-22.6	x	i
15	CCOC(=O)/C(=C\C=C1/Sc2cc(OCC)c(OCC)cc2N1CC)C(C)=O	16.9%	i	17.3	25.7%	i
16	COc1ccc(CN2CCCCCC2)c(C)c1C	-1.0%	-12.5%[57.5 µM]	-75.2*	11.1%	i
17	O=C1CC(/C=C/c2ccccc2)(C(=O)NC2CCCC2)N1c1ccc(S(=O)(=O)N2CCCC2)cc1 (stereo not given)	36.0%	i	0.0	x	i
18	Cc1cc(CCNC=O)c(C)c2c1oc1ccccc12	6.3%	i	2.4	x	i
19	CSc1cccc(CN2CCCC(CNC(=O)c3ccc(F)cc3)C2)c1 (stereo not given)	u	i	0.0	5.3%	i
20	CN(Cc1ccc(F)cc1)C(=O)C(c1ccccc1)c1ccccc1	u	-15.6%	3.6	10.0%	i

entry	Abeta rescue	aSyn rescue	GLP1R ag	TDP43 rescue
11	13.4%	7.3%	-0.4%	u
12	12.5%	-5.0%	-4.1%	-3.7%
13	5.0%	2.0%	4.0%	2.3%
14	1.3%	-5.3%	-2.6%	17.1%
15	-9.3%	5.7%	0.9%	0.0%
16	-15.8%	-0.8%	-10.4%	-20.7%
17	8.1%	6.4%	5.2%	1.8%
18	-18.5%	16.5%	u	u
19	12.5%	0.8%	8.5%	6.3%
20	0.3%	3.3%	6.8%	-15.7%

Later entries
entry	mol	GLP-1R inv ag	PTHR1 ag	DRD3 antagonist	FUS suppressor	pAkt inh
21	CCOC(=O)C1=C(CN2CCN(C(=O)c3ccco3)CC2)NC(=O)NC1c1ccc(OC(C)C)cc1 (stereo not given)	15.7%	-21.6%	-11.0	7.4%	i
22	O=C(Nc1ccccc1C(F)(F)F)c1noc2c1CCCCC2	u	-39.5%[inhibitor]	x	-5.5%	x
23	CCC(C(=O)NCc1ccccn1)n1c2ccccc2c2nc(=O)cc(C)n21 (stereo not given)	15.7%	i	1.6	4.1%	i
24	COc1cc2ccccc2cc1C(=O)NC(=S)Nc1cccc(C(=O)O)c1	174.6%[activator]	i	10.6	14.0%	i
25	COC(=O)[C@]12CCCCC=C1N(Cc1cccc3ccccc13)C(=O)[C@H](CC(=O)NCc1ccccc1)C2	u	-31.2%[inhibitor]	0.0	u	i
26	Fc1cc(F)cc(NC(=S)N2CCN(c3ncccn3)CC2)c1	u	i	-19.8	9.4%	i
27	CCCN1CCN(CCCNC(=O)CCNC(=O)Cn2ccc3ccccc3c2=O)CC1	-9.5%	i	9.9	15.4%	i
28	CCS(=O)(=O)N1Cc2ccccc2CC1C(=O)NCC12CC3CC(CC(C3)C1)C2 (stereo not given)	-31.4%	i	16.4	u	i
29	CCOC(=O)[C@@H]1[C@H]2COc3cc(OC)ccc3[C@@H]2N2C(=O)N(c3ccccc3)C(=O)[C@]12C	0.5%	-19.2%	-15.3	-2.7%	i
30	COc1ccc(/C=N/NC(=O)c2cc(-c3cccnc3)nc3ccccc23)c(OC)c1	6.9%	-4.5%	0.4	30.9%	i

entry	Abeta rescue	aSyn rescue	GLP1R ag	TDP43 rescue
21	-9.1%	2.2%	-6.2%	3.7%
22	-31.2%	x	x	u
23	-1.1%	0.2%	3.1%	6.3%
24	-4.0%	10.3%	9.5%	6.4%
25	4.3%	13.1%	-3.9%	21.1%
26	16.1%	1.7%	-0.1%	-0.8%
27	9.5%	-0.8%	2.7%	-4.8%
28	7.7%	19.0%	-2.2%	5.2%
29	-12.0%	-0.4%	-2.3%	14.1%
30	-6.9%	-1.8%	3.0%	-17.6%

Next compounds follow.
entry	mol	GLP-1R inv ag	PTHR1 ag	DRD3 antagonist	FUS suppressor	pAkt inh
31	CCCCOc1ccc(CNC(=O)c2cnc3sc(N4CCOCC4)nn3c2=O)cc1	5.2%	20.4%	x	16.2%	x
32	CC1(c2ccc3c(c2)OCO3)NC(=O)N(CC(=O)c2ccc[nH]2)C1=O (stereo not given)	14.2%	-23.2%	6.5	-5.6%	i
33	CCOC(=O)C(=O)N1CCN(c2nc(-c3ccc(Cl)cc3)cs2)CC1	-0.5%	-30.0%	9.4	22.1%	i
34	COc1ccc(C2CC(=O)c3cc(-c4nc(-c5ccc(Cl)cc5)cs4)c(=O)[nH]c3C2)cc1OC (stereo not given)	-19.8%	i	x	23.6%	x
35	O=C(CN1CCC(N2CCCCC2)CC1)N1CCCc2ccccc21	0.0%	i	-76.1*	7.6%	i
36	CC(C)OC(=O)c1cccc(-c2ccc(C=O)o2)c1	16.2%	-2.1%	10.6	-20.6%	i
37	COc1cccc(C(=O)NCCS(=O)(=O)NC2CCCC2)c1	-6.9%	i	-73.6*	1.3%	i
38	Clc1ccc(C2=CSC3=NCCN23)cc1Cl	u	-9.6%	-6.9	-15.9%	i
39	Cc1cc(Cl)c(S(=O)(=O)N2CCSCC2)cc1OCC(N)=O	-7.3%	-12.3%	-5.4	5.1%	i
40	COc1ccc(Cc2nc3ccc(C(=O)NCC4COCCO4)cc3o2)cc1OC (stereo not given)	38.6%[activator]	-9.4%	1.5	17.7%	i
41	CC1(C)Cc2c(cnn2-c2ccccc2)C(NC(=O)CCCN2CCCCC2=O)C1 (stereo not given)	-21.3%	i	6.8	24.7%	i

entry	Abeta rescue	aSyn rescue	GLP1R ag	TDP43 rescue
31	-6.6%	x	x	16.4%
32	-2.0%	4.6%	-9.4%	11.2%
33	29.2%	-4.1%	-0.1%	u
34	-16.2%	x	x	-4.1%
35	7.8%	-6.3%	-0.7%	-2.6%
36	8.3%	-7.1%	4.8%	6.6%
37	1.6%	-1.1%	-3.8%	-14.0%
38	-1.6%	1.2%	3.0%	-9.8%
39	0.1%	0.3%	14.2%	-5.5%
40	1.2%	-2.0%	3.4%	3.4%
41	11.5%	5.9%	0.2%	8.4%

5 records picked at random from the list so far, as already listed:
entry	mol	GLP-1R inv ag	PTHR1 ag	DRD3 antagonist	FUS suppressor	pAkt inh
32	CC1(c2ccc3c(c2)OCO3)NC(=O)N(CC(=O)c2ccc[nH]2)C1=O (stereo not given)	14.2%	-23.2%	6.5	-5.6%	i
36	CC(C)OC(=O)c1cccc(-c2ccc(C=O)o2)c1	16.2%	-2.1%	10.6	-20.6%	i
33	CCOC(=O)C(=O)N1CCN(c2nc(-c3ccc(Cl)cc3)cs2)CC1	-0.5%	-30.0%	9.4	22.1%	i
38	Clc1ccc(C2=CSC3=NCCN23)cc1Cl	u	-9.6%	-6.9	-15.9%	i
35	O=C(CN1CCC(N2CCCCC2)CC1)N1CCCc2ccccc21	0.0%	i	-76.1*	7.6%	i

entry	Abeta rescue	aSyn rescue	GLP1R ag	TDP43 rescue
32	-2.0%	4.6%	-9.4%	11.2%
36	8.3%	-7.1%	4.8%	6.6%
33	29.2%	-4.1%	-0.1%	u
38	-1.6%	1.2%	3.0%	-9.8%
35	7.8%	-6.3%	-0.7%	-2.6%

Assay outcomes as filed in PubChem BioAssay.
